Bioassay records (PubChem)
LDHA block: LDHA (human) enzyme inhibition; P00338; purified LDHA, NADH/diaphorase-resazurin fluorescence; active compounds read low; activity change, % (values are at about 110 or 230 µM); 480,000 compounds, 0.15% hits; in the data active = activity change below about -30%; inconclusive = mostly about -25% to -30%;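 also: plate controls were DMSO wells for no effect and wells without enzyme for full effect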
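LDH5 2 nM; NADH 0.06 mM, pyruvate 0.2 mM; 200 mM Tris pH 7.4, EDTA, Tween-20; 5 min RT. Detection: diaphorase 0.133 mg/mL + resazurin 37 µM, fluorescence ex540/em590 at 0 and 20 min; normalized to enzyme-free and DMSO wells.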
RXFP1 ag: agonists of human relaxin receptor RXFP1 | Q9HBX9 | Potency, µM (series often up to 57.5 µM), for the others: at the highest dose activation, hits mostly activators | 370,000 compounds, 0.3% hits | AID 2676 | HEK293T-RXFP1 cAMP TR-FRET, 30 min; response scale: percent of porcine relaxin response, buffer zero; also: potency is read from the fitted curve at half-maximal effect; % is scaled to controls: 0 for no effect and ±100 for the full control effect; nearly all actives have a fitted effect of over 60% in size; many of its hits are not listed in these tables
Target sequence (Q9HBX9 whole entry, looked up): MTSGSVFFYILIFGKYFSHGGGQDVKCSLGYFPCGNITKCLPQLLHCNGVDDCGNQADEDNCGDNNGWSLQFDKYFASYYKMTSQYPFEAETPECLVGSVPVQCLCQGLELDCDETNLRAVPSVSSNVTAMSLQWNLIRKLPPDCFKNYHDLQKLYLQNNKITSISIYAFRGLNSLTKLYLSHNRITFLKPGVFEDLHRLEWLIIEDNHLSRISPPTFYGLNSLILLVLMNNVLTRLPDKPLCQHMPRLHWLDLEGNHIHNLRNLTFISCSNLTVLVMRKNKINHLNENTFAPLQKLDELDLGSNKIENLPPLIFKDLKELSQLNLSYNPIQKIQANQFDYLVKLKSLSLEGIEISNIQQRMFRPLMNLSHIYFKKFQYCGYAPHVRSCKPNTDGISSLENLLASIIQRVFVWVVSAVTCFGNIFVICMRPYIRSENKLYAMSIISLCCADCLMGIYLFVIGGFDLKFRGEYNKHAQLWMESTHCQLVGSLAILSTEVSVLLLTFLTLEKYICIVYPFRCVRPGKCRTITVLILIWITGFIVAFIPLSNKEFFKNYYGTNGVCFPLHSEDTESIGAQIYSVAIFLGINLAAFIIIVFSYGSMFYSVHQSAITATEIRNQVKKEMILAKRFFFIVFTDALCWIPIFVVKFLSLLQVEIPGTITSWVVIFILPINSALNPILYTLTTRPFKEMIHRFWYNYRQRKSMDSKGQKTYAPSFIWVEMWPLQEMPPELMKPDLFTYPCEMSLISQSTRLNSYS
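cAMP rise read by TR-FRET after 30 min, 37C compound exposure (up to 58 uM) in RXFP1-transfected HEK293 cells with Ro 20174 present. EC50 from Hill-equation fits, with 29 nM porcine relaxin as 100% and buffer as basal.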
TrxR1 substrate: rat thioredoxin reductase 1 substrate activity | O89049 | purified TrxR1 substrate turnover, NADPH consumption readout | Potency, µM (titrated, usually from 114 µM), for the others: top-dose activity change, negative = substrate turnover | 390,000 compounds, 0.01% hits; also: potency is read from the fitted curve at half-maximal effect; % is scaled to controls: 0 for no effect and ±100 for the full control effect; nearly all actives have a fitted effect of over 50% in size
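Rat TrxR1, dispensed at 90 nM, was prereduced with 400 uM NADPH (final) for 5 min at ~22 deg C, then incubated with compound 15 min before 400 uM selenite. A first-read NADPH fluorescence drop versus no-compound background flagged substrates.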
USP1-UAF1 inh: blocks the human USP1/UAF1 deubiquitinase complex; O94782; recombinant USP1/UAF1, Ub-Rhodamine cleavage fluorescence; Potency, µM (top dose mostly 57.1 µM), for the others: at the highest dose activity change, negative = inhibition, most hits filed as inhibitors; 390,000 compounds, 0.23% hits; also: potency is read from the fitted curve at half-maximal effect; % is scaled to controls: 0 for no effect and ±100 for the full control effect; nearly all actives have a fitted effect of over 60% in size; inactives centre near -12
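Step one: compound is pinned into 1nM USP1/UAF1 in HEPES pH 7.8 buffer with TCEP. Step two: 15 min room-temperature incubation. Step three: Ub-Rho (150nM final) starts cleavage, tracked by fluorescence over six one-minute reads.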
Vif-A3G inh: Vif-A3G binding inhibition. Q9HC16. HeLa A3G-eYFP + Vif (tagged APOBEC3G with the HIV-1 protein that degrades it), YFP fluorescence, overnight. Potency, µM (doses to about 46.1 µM), for the others: at the highest dose activity, negative = active, usual class: inhibitors. 410,000 compounds, 0.076% hits;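 also: potency is read from the fitted curve at half-maximal effect; % is scaled to controls: 0 for no effect and ±100 for the full control effect; nearly all actives have a fitted effect of over 60% in size; hits raise eYFP signal because A3G escapes Vif-driven loss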
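HeLa cells stably expressing Vif and C-terminally eYFP-tagged A3G, seeded overnight at 37 deg C, then exposed to compound by pintool overnight at 37 deg C. Rise in yellow fluorescence (Ex 488/Em 500-530, Acumen) marks blocked Vif-driven A3G degradation.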
Vif-A3F inh: inhibitors of Vif-A3F interaction; HeLa A3F-eYFP + Vif (tagged APOBEC3F with the HIV-1 protein that degrades it), YFP fluorescence increase; Potency, µM (highest dose often 46.1 µM), inactives show at the highest dose activity, negative = active; 390,000 compounds, 0.2% hits; also: potency is read from the fitted curve at half-maximal effect; % of control where 0% means no effect; nearly all actives have a fitted effect of over 65% in size
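Fluorescence increase (Ex 488/Em 500-530) after overnight compound treatment at 37 deg C flags inhibition of Vif-driven A3F-eYFP loss in stable HeLa A3F-eYFP/Vif cells seeded overnight beforehand.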
PI4K2A block: inhibitors of human PI4K2A. AID 1346378. 420,000 compounds, 0.13% hits. activity change, negative = inhibition, % at 76.9 µM. purified PI4K2A, ADP-Glo luminescence, 1 h; active compounds read low. Q9BTU6; in the data active = activity change below about -50%; inconclusive = mostly about -30% to -49%;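 also: -100% = wells without enzyme as full effect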
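In this quantitative HTS, ADP production by PI4K2A was quantified luminescently after 1 h at ambient temperature; 100 microM adenosine served as plate-quality control.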
GRP78 ERSR act: induces the endoplasmic reticulum stress response in human glioma cells | U87-MG GRP78 promoter luciferase reporter, 16 h | Potency, µM, without a hit: at the top dose activation, hits mostly activators | 420,000 compounds, 0.02% hits | AID 602332; also: potency is read from the fitted curve at half-maximal effect; series mostly up to about 76 µM; % of control where 0% means no effect; nearly all actives have a fitted effect of over 35% in size
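Stably transfected U87-MG glioma cells carrying a GRP78-based luciferase sensor; 16 h compound incubation. Luminescence end-point read 10 min after Bright-Glo addition at room temperature.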
mIDH1 inhibitor: human IDH1 R132H inhibition; O75874; IDH1-R132H enzyme, NADPH consumption, diaphorase/resazurin fluorescence; Potency, µM (highest dose often 76.6 µM), for the others: top-dose activity change, negative = inhibition, hits mostly inhibitors; 390,000 compounds, 0.093% hits; AID 602179; also: potency is read from the fitted curve at half-maximal effect; % is scaled to controls: 0 for no effect and ±100 for the full control effect; nearly all actives have a fitted effect of over 65% in size
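IDH1-R132H (0.5 ug/mL dispensed) in pH 7.5 Tris buffer was preincubated 30 min with compound, then given a substrate mix of 0.016 mM NADPH and 2 mM alpha-KG for 80 min at room temperature; remaining NADPH was read by diaphorase/resazurin fluorescence.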
* hit, by the source's call; ? = inconclusive; · = not tested or not shown; & = joins results of further samples; [ ] = dose if it differs, or a comment. Unless noted, calls follow the shape of the dose curve; as a rule, active = well fitted curve in the direction sought with a large enough effect; inconclusive = small, poorly fitted or top-dose-only effect, or another doubt; inactive = no such curve, though single readings can be large; an effect the other way counts as inactive or inconclusive. The list is partial, so the mix of outcomes need not match the whole.

item	Structure	GRP78 ERSR act	mIDH1 inhibitor	TrxR1 substrate	USP1-UAF1 inh	LDHA block	PI4K2A block	Vif-A3G inh	Vif-A3F inh	RXFP1 ag
1	COC(=O)c1ccc2c(c1)sc(=NC(=O)CCS(=O)(=O)c1ccccc1)n2C	-3%	3%	19%	-9%	0	-1	-2%	-5%	3.4%
2	O=C(CCC(=O)Nc1ccccc1Cl)NNS(=O)(=O)c1ccc(Cl)cc1	-1%	3%	0%	-4%	-2	-2	-5%	-4%	-0.8%
3	C(=N\NC1=NCCN1)/c1ccncc1	-5%	-2%	-7%	-3%	3	-6	3%	3%	1.2%
4	CN1CCN(C(=O)C2=C[C@@H](c3csc4ccccc34)C[C@@H](OCc3ccc(CO)cc3)O2)CC1	-4%	-5%	-3%	?	-3	0	1%	2%	2.8%
5	CCNC(=O)C1(C)CCN(C(=O)c2ccc(C(F)(F)F)cc2)C1 (stereo not drawn)	-2%	·	·	·	0	-3	-6%	·	·
6	CCN1CCN(C(=O)C(Cc2ccccc2)NC(=O)c2ccc(Cl)c(S(=O)(=O)N(C)C)c2)CC1 (stereo not drawn)	-3%	-13%	2%	-11%	-12	2	1%	0%	·
7	Cc1cccc(NC(=S)NC(=O)Cc2ccccc2)c1C	4%	0%	-14%	0%	-6	20	1%	-12%	0.8%
8	O=C(CSc1nnc2c(Cl)cc(Cl)cn12)N1CCN(c2ccc(F)cc2)CC1	-2%	3%	-5%	-19%	-2	0	0%	5%	5.5%
9	CC(C)CC(=O)N1CCN(C(=O)c2ccc(-c3ccccc3)cc2)CC1	-4%	-6%	1%	-20%	-1	0	-7%	-4%	0.4%
10	COc1cccc(OC)c1C(=O)Nc1ccccc1NC(=O)c1c(OC)cccc1OC	-5%	1%	5%[57.1 µM]	-17%	-3	3	5%	8%	0.8%
11	O=C(Cc1ccc(Cl)cc1)Nc1ccc(Br)cn1	10%	-4%	3%	-17%	-3	-1	7%	-9%	2.3%
12	Cc1ccc(C(=O)Nc2ccccc2C(=O)NC(Cc2ccccc2)C(=O)O)cc1 (stereo not drawn)	6%	7%	10%[57.1 µM]	-17%	-7	-4	-2%	-5%	-0.8%
13	COC(=O)c1ccccc1S(=O)(=O)N1CCC(C(=O)NCC2CCCO2)CC1 (stereo not drawn)	-4%	-4%	9%	0%	-3	-2	1%	9%	0.6%
14	COc1ccc(Cl)cc1NC(=O)CSC1=NN2CCCC(=O)N=C2S1	-3%	15%	-6%	-23%	12	0	6%	-14%	5.9%
15	CCn1c(C)nnc1SCC(=O)Nc1ccc(N2CCOCC2)cc1	0%	2%	15%	-11%	-1	-1	0%	?	-1.4%
16	O=C(c1ccc2c(c1)OCCO2)C1CCN(S(=O)(=O)c2cccc(F)c2)CC1	-3%	13%	2%	-17%	-9	-6	2%	7%	1.4%
17	Cc1ccc(NS(=O)(=O)c2ccc(-c3coc(C)n3)cc2)c(C)c1	-5%	-1%	0%	-8%	-2&-8	0	5%	3%	3.8%
18	Cc1cc(C)c(C)c(OCCOCCN2CCOCC2)c1	-3%	-2%	8%	8%	-2	5	0%	-9%	1.1%
19	c1ccc(-c2n[nH]c3ccccc23)cc1	1%	13%	7%[57.1 µM]	-18%	-3	-6	-7%	-8%	-0.7%
20	O=C(CCS(=O)(=O)c1cccc2nonc12)Nc1ccc(F)cc1F	-2%	19%	-9%[57.1 µM]	-20%	0	4	5%	-7%	0.8%
21	CN(C)S(=O)(=O)c1cccc(NC(=O)COC(=O)[C@H](Cc2ccccc2)NC(=O)c2ccco2)c1	-2%	3%	8%[57.1 µM]	-22%	-5	1	0%	-5%	·
22	CN(C#N)c1nc(N2CCOCC2)nc(N2CCOCC2)n1	-1%	5%	11%[57.1 µM]	-10%	-1	-3	0%	3%	·
23	COc1ccccc1C(=O)N/C(=C\c1ccc(Br)cc1)C(=O)NCCCO	-1%	2%	-2%	-16%	-4	6	0%	1%	-0.6%
24	COC(=O)Nc1ccc(OC)c(OC)c1	-3%	6%	14%	-20%	-1	1	1%	-3%	-0.8%
25	CCCCN(C)C(=O)C1CCN(C/C(C)=C/c2ccccc2)CC1	2%	1%	-2%	-19%	-21	5	0%	-5%	0.1%
26	CCCCCNC(=O)c1ccccc1SC	-3%	4%	2%	-10%	1	3	2%	2%	0.4%
27	CCOCCCn1c(=NC(=O)c2ccco2)c(C(=O)OCC)cc2c(=O)n3cccc(C)c3nc21	-1%	-6%	154%[activator]	-21%	1	-1	1%	?	13%
28	CN(C(=O)CCc1nnc(CCCCc2ccccc2)o1)C1CCOCC1	3%	2%	-3%	-21%	1	-2	1%	-1%	-0.5%
29	COCCn1c(C)cc(O)c(C(c2ccccc2F)N2CCN(c3ccccc3)CC2)c1=O (stereo not drawn)	-4%	10%	3%[57.1 µM]	-4%	9	-4	2%	1%	3.9%
30	CC1=CC2=NC(=O)/C(=C\c3cc(C)n(-c4cccc(Cl)c4)c3C)C(=N)N2O1	-1%	6%	2%[57.1 µM]	-2%	-5	6	-1%	-13%	6.2%
31	Oc1ccccc1CNc1ccc2c(c1)OCCO2	3%	-8%	5%[57.1 µM]	-11%	3	1	-1%	5%	-4.5%
32	CC(Oc1ccccc1)C(=O)Nc1ccc(S(=O)(=O)NCC2CCCO2)cc1 (stereo not drawn)	-2%	1%	12%	-8%	-1	-4	1%	1%	1.4%
33	COc1ccc(C2c3ccc(O)cc3Oc3ncn(Cc4ccccc4)c(=N)c32)cc1OC (stereo not drawn)	-5%	10%	5%	-22%	-2	0	-15%	?	2.1%
34	CCCNC(=O)CC1Sc2ccccc2NC1=O (stereo not drawn)	-4%	-2%	7%[57.1 µM]	-2%	1	-1	-1%	-1%	-0.4%
35	COC(=O)C1=C(C)N(CC2CC2)C(=O)N[C@H]1c1ccc(Br)cc1	-5%	5%	5%	-29%	3	2	-7%	3%	0.7%
36	CCCn1c(S(=O)(=O)O)nc2ccccc21	-5%	9%	3%	-6%	-2	-2	1%	-15%	1.3%
37	Cc1ccc(NC(=O)CCC(=O)N/N=C/c2coc3ccc(F)cc3c2=O)cc1	0%	6%	4%	-16%	-1	1	2%	-7%	·
38	Cc1ccc(-c2nc(CS(=O)CC(=O)N3CCN(c4ccc(Cl)cc4)CC3)c(C)o2)cc1 (stereo not drawn)	-2%	13%	0%[57.1 µM]	-5%	3	1	2%	5%	2.7%
39	CCCCN(C)C(=O)c1sc(=O)n(Cc2c(C)noc2C)c1C	-2%	·	·	·	1	-2	2%	·	·
40	CCOC(=O)c1nc(C)[nH]c1C(=O)OCC	-1%	-2%	3%	1%	3&2	1	1%	-7%	0.9%
41	COc1ccc(Br)cc1C(=O)NC(=S)Nc1ccc(Cl)c(C(=O)O)c1	-1%	-14%	-2%	-12%	-12	-1	-8%	7%	0.4%
42	N=C1SCC(=O)N1c1ncc(Cc2ccccc2Cl)s1	8%	-4%	5%	-22%	-8	1	0%	-9%	-0.6%
43	COc1ccccc1OCCOC(=O)Nc1ccccc1	7%	-1%	-9%	-11%	-4	1	1%	-8%	0.5%
44	CC(Oc1ccc(F)cc1F)C(=O)/C=C/N(C)C (stereo not drawn)	-3%	-14%	1%	-12%	-11	12	1%	-4%	2.4%
45	O=[N+]([O-])c1ccc(N=Cc2sc3ccccc3c2O)cc1	1%	8%	10%[57.1 µM]	-7%	-3	-4	-4%	-14%	2.0%
46	Cc1ccc2oc(-c3ccc(C)c(NC(=O)/C=C/c4ccc(Cl)cc4)c3)nc2c1	0%	0%	12%[11.4 µM]	-9%	-5	1	-1%	5%	4.7%
47	COc1cccc(-c2nc(SCc3ccc(C)cc3)n3[nH]c(=O)cc3n2)c1	0%	-2%	55%[activator][57.1 µM]	-24%	0	-2	2%	0%	3.3%
48	COc1cc(/C=N/n2nnnc2Nc2ccccc2)cc(OC)c1OC	0%	2%	-12%	-18%	-7	0	-6%	-7%	-0.5%
49	O=C1NCCN/C1=C\C(=O)c1ccc(Br)cc1	-4%	-6%	-10%	-7%	-19	1	1%	8%	0.6%
50	COc1cccc2c(=O)n(CC(=O)N3CCCc4ccccc43)ccc12	-1%	-2%	3%[57.1 µM]	-27%	-1	-4	-6%	1%	2.2%
51	O=C(CN1C2=NCCCN2c2ccccc21)c1ccc(Cl)cc1Cl	-4%	-1%	-3%	0%	-11&-1	-1	-2%	-12%	-1.3%
52	CCOc1ccccc1CNC(=O)c1ccc2c(c1)N(Cc1ccc(C)cc1)CCS2	·	·	48%[activator]	-16%	-14	1	·	·	7.6%
53	CN(CC(=O)Nc1ccccc1Br)CC(=O)NC(c1ccccc1)c1ccccc1	-3%	-4%	-6%	-13%	-10	-4	0%	1%	3.5%
54	CCCn1cnnc1CNC(=O)[C@H]1O[C@@H](n2ccc(=O)[nH]c2=O)[C@H](O)[C@@H]1O	-4%	·	·	·	-1	-7	0%	·	·
55	Cc1ccc(S(=O)(=O)NC(C)(C)CSc2nnc(N)s2)cc1	-1%	4%	-2%[57.1 µM]	-10%	-6	-18	-1%	7%	-0.4%
56	CCc1nnc(NC(=O)c2ccco2)s1	0%	4%	·	-14%	-3	4	2%	-12%	·
57	CCOCc1cc(CN2CCCC(CNC(=O)c3ccco3)C2)ccc1OC (stereo not drawn)	-1%	2%	-2%	-20%	0	5	0%	2%	-1.3%
